Source: PubChem BioAssay (several laboratories)
Peg3 promoter: Peg3 promoter activity inhibition; HeLa PEG-Prom luciferase reporter, luminescence, overnight; inhibition, % at 20 µM; 360,000 compounds, 1.7% hits;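 active means inhibition of at least 50% at 20 µM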
hiPSC survival: increases survival of single human iPS cells; 360,000 compounds, 0.044% hits; survival enhancement, % at 20 µM; hiPSC single-cell survival, ATPlite luminescence; 100% = ROCK inhibitor wells, 0% = DMSO; in the data active means survival enhancement above about 18%;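 further: cells exposed to compounds for 16 hours before the ATP read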
NR2E3 ag-1: agonists of human nuclear receptor NR2E3. GST-NR2E3/biotin-RetCOR TR-FRET, 1536-well. inhibition of corepressor binding, % at 4.78 µM. 320,000 compounds, 0.12% hits. AID 2300;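 active means percent inhibition above the cutoff of mean plus 3 SD of all tested compounds, set per screening campaign, cut at about 20% in these data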;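 further: 0% = DMSO wells and 100% = biotin wells as full block of FRET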
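Material – GST-tagged NR2E3 plus biotinylated RetCOR corepressor · Quantity – NR2E3 fusion 1.35 nM · Times – 5 h incubation at 4 °C · Medium – pH 7.5 Tris-based buffer · Technique – TR-FRET, Eu(K)-anti-GST donor, streptavidin-D2 acceptor, ex 340, em 617/671 nm · Benchmarks – high control biotin, low control 0.6% DMSO · Format – 1536-well plates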
m5-HT2A agonist: mouse HTR2A agonism via beta-arrestin recruitment; P35363; CHO-K1 mHTR2A beta-arrestin complementation, luminescence; percent of 30 µM serotonin response; activation, % at 7.6 µM; 360,000 compounds, 0.66% hits; AID 624169;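 active means activation above a run cutoff, the mean activation of all tested compounds plus 3 SD, cut at about 14% in these data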;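 further: 0% = plate median of compound wells and 100% = 30 µM serotonin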
Target sequence (P35363 whole entry, looked up): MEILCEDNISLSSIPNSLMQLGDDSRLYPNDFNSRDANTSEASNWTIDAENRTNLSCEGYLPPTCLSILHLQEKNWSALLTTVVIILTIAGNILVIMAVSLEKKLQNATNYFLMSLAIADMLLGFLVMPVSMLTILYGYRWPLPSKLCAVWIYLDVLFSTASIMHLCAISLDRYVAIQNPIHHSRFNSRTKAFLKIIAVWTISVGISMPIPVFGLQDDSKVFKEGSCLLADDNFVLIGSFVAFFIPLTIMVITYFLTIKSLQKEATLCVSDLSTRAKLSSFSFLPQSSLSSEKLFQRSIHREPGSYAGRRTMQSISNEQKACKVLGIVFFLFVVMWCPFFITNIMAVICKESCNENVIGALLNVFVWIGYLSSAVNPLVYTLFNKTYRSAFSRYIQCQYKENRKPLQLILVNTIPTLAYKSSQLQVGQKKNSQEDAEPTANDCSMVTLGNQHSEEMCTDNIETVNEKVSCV
PDI inh: inhibitors of human protein disulfide isomerase; P07237; PDI insulin aggregation turbidity, A650, 90 min; inhibition, % at 10 µM; 350,000 compounds, 0.052% hits;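 active means mean inhibition across replicates of 30% or more, whatever share of single replicates reach that level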;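 further: absorbance from insulin aggregation driven by PDI reduction with DTT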
Target sequence (P07237 whole entry, looked up): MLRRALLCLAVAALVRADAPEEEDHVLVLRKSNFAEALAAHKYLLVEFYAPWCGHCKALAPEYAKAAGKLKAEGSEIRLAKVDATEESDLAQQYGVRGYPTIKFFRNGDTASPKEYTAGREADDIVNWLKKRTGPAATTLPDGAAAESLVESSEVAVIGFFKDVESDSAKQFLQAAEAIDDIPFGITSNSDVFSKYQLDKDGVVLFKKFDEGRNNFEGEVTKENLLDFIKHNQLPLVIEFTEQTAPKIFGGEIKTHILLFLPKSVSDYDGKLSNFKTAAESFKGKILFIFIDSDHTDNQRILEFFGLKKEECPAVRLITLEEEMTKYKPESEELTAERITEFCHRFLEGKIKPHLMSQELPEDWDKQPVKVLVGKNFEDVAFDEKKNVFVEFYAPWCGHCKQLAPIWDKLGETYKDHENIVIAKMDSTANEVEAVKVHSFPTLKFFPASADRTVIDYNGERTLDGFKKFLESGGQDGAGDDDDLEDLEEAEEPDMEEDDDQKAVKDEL
Shn3 3UTR inh: inhibitors of Schnurri-3 3'UTR reporter in osteoblasts. Clone20 osteoblast Shn3 3'UTR firefly luciferase, 24 h. inhibition, % at 12.5 µM. 360,000 compounds, 0.52% hits. AID 588674;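 active means mean inhibition of at least 75% with every replicate also reaching 75%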;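 further: 0% = median of neutral control wells and 100% = pilot-screen positive control compound; some compounds past the cut are filed as inactive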
TRPM1 prom inh: reduces MITF-dependent TRPM1 promoter luciferase signal. 330,000 compounds, 0.83% hits. inhibition, % at 12.5 µM. SK-MEL-5 TRPM1 promoter luciferase, 24 h. AID 488899;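 active means mean inhibition across replicates of 60% or more, whatever share of single replicates reaches that level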; further: values of inactives mirror those of a sister screen read the other way
CaV13 ICDI inh: Disruptors of the CACNA1D IQ motif to Ca2+-dependent inactivation inhibitor domain association, primary screening, Förster resonance energy transfer in intact living …. HEK cells, CFP/YFP FRET ICDI-IQ, plate reader, 10 min; percent FRET-ratio fall versus neutral wells. inhibition, % at 12.3 µM. 340,000 compounds, 0.098% hits;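 active means mean replicate inhibition of at least 30% and at least 1% of replicates passing that level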;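 further: 0% = median of the neutral control wells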
H9c2 protect: protects H9c2 cardiomyocytes from peroxide injury. H2O2 injury protection, ATPLite, 2 h. protection from H2O2 cell death, % at 20 µM. 360,000 compounds, 0.63% hits. AID 588492;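 active means compounds giving at least 50% protection of heart cells from peroxide-induced death in the single-dose screen, raw or plate-pattern-corrected value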;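 further: 0% = DMSO wells with peroxide and 100% = DMSO wells without peroxide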
HIF-2a block: blocks HIF-2a reporter activity. 786-0 RCC cells HIF-2a reporter, luciferase luminescence, overnight. inhibition, % at 18.8 µM. 360,000 compounds, 0.72% hits. AID 624352;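 active means inhibition of the luminescence signal of 40% or more relative to plate controls, in a single-dose primary screen at 18.75 µM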
NR2E3 ag-2: agonists of human NR2E3 nuclear receptor | Q9Y5X4 | CHO-S Gal4-NCOR/VP16-NR2E3 two-hybrid, luciferase | inhibition of corepressor binding, % at 3.98 µM | 360,000 compounds, 0.35% hits | AID 602229;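 active means inhibition above the mean of all tested compounds plus 3 SD, cut at about 70% in these data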;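 further: 0% = DMSO with NR2E3 transfected cells and 100% = cells lacking NR2E3 construct; higher means lower luciferase signal from less NR2E3 corepressor binding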
Starred values were filed as active, the others as inactive; . = not tested or not shown.

The line under a structure holds: Peg3 promoter	hiPSC survival	NR2E3 ag-1	m5-HT2A agonist	PDI inh	Shn3 3UTR inh	TRPM1 prom inh	CaV13 ICDI inh	H9c2 protect	HIF-2a block	NR2E3 ag-2
COc1cccc(CCc2nnc(CCC(=O)N3CCN(Cc4ccccn4)CC3)o2)c1
  10	4.8	-1	-2	9	-7	8	2	-4	2	-19
CCCCCSc1ncccc1C(=O)O
  -20	0.0	-5	4	2	-12	0	-5	1	8	4
CCc1ccc(C(=O)NNC(=O)C2CCN(c3ncnc4sc(C)c(C)c34)CC2)cc1
  37	-0.3	2	1	-9	33	7	-6	0	20	26
CC(C)N(C#N)c1nc(N2CCOCC2)nc(N2CCOCC2)n1
  15	-1.4	1	0	7	10	14	-4	0	22	-8
CN(C)S(=O)(=O)c1ccc(NC(=O)c2c(F)cccc2Cl)cc1
  8	1.5	2	0	17	-30	0	-2	-8	13	3
Nc1nc2ccccc2n1/N=C/c1cccnc1
  -20	-1.8	-4	-1	-9	3	-2	-4	-6	-16	-17
CSCCC(NC(=O)COc1ccccc1)C(=O)N1CCCC(C)C1 (stereo not drawn)
  6	0.6	4	2	11	10	2	-5	-1	20	26
S=C(NCCN1CCOCC1)NC1CCCCC1
  -1	-0.5	2	3	-5	15	9	-14	-2	11	-16
CC1CN(C(=O)CCC(=O)N2CCOCC2)c2ccccc2O1 (stereo not drawn)
  2	-2.3	2	-5	.	-1	.	17	9	5	1
Cc1ccc(C(=O)NC(=S)Nc2ccccc2N2CCOCC2)cc1C
  -2	-0.4	1	2	-2	10	0	.	-5	-40	-7
O=C(NN1C(=O)c2cc(Br)ccc2NC1c1ccccc1Cl)c1ccncc1 (stereo not drawn)
  15	1.1	3	6	12	-7	18	-3	2	2	17
CC(C)CN(C)C(=O)CC1C(=O)NCCN1C (stereo not drawn)
  19	1.0	5	2	7	17	11	.	4	10	-19
COc1cccc(-c2nn(-c3ccccc3)cc2C(=O)O)c1
  9	1.8	1	-1	5	-1	1	.	3	11	-6
CCN(C#N)c1nc(NC(C)C)nc(NC(C)(C)C)n1
  2	-0.5	2	2	-2	-6	2	-17	-15	10	-4
CC1(c2ccc(OC(F)F)cc2)NC(=O)N(CC(=O)Nc2cccnc2Cl)C1=O (stereo not drawn)
  9	-0.5	3	2	1	5	-4	-17	5	12	-1
COc1cc(OC)cc(-c2cc(N3C(=O)Nc4ccccc4N3O)n[nH]2)c1
  2	2.3	1	5	-14	-13	2	-5	0	23	-9
COc1ccc(N(CCC(=O)O)S(=O)(=O)c2ccc(C)cc2C)cc1
  -4	0.9	5	1	-2	8	0	-2	-1	10	-18
Cc1noc(C)c1NC(=O)N(C)C[C@H]1Oc2ccc(NC(=O)C3CCCCC3)cc2C(=O)N([C@H](C)CO)C[C@@H]1C
  -4	-2.0	.	2	-6	5	6	-12	3	6	-57
CN(Cc1ccc(Cl)cc1)C(=O)c1ccccc1SCC(=O)N1CCCC1
  14	0.3	.	3	1	-1	12	-7	7	17	-15
COC(=O)CSc1ccc(-c2nc3ccc(C)cc3[nH]2)cn1
  -61	-1.1	1	2	-2	-13	-34	-4	-11	-38	-45
CCCCN(C(=O)C(CCSC)N1C(=O)c2ccccc2C1=O)c1c(N)n(CCC)c(=O)[nH]c1=O (stereo not drawn)
  -15	-1.4	3	10	-1	-10	1	-4	3	1	4
COc1cccc(N2CCN(C(=O)c3ccc(CS(=O)c4ccc(C)cc4)o3)CC2)c1 (stereo not drawn)
  -14	-0.4	2	-5	-7	31	6	-5	5	16	15
Cc1csc(CNc2ncnc3ccc(-c4ccccc4Cl)cc23)c1
  -6	0.2	.	-8	10	-12	-14	-7	-6	-9	30
Cc1ccnc(NC(=O)CCC(=O)N(CC(=O)NCCc2ccccc2)c2ccccc2F)c1
  -5	1.3	0	-1	-1	11	.	-3	6	4	-25
Cc1ccccc1NC(=O)C(C)OC(=O)C1CC(=O)N(Cc2ccco2)C1 (stereo not drawn)
  -1	-0.2	-2	3	0	-14	-5	-2	4	0	3
CCc1cccc(C)c1NC(=S)NCc1ccc2[nH]c(C)cc2c1
  6	1.3	-3	-5	.	5	6	-4	-13	11	-9
COc1ccc(C(=O)Oc2ccc3c(c2)OCO3)cc1OC
  -131	1.0	3	1	2	-40	-61	-5	2	-45	-39
CC(Oc1cc2oc(=O)c3c(c2cc1Cl)CCC3)C(=O)NCC1CCC(C(=O)O)CC1 (stereo not drawn)
  2	1.7	2	-4	0	-10	3	-5	3	6	-39
C(=NCCCN1CCOCC1)c1ccc2c(c1)OCO2
  5	-2.7	0	1	11	6	3	.	-2	27	9
O=C1c2ccccc2NC(c2cccc(O)c2)N1c1ccccc1 (stereo not drawn)
  -13	0.0	-2	-4	-2	-5	2	-9	-3	-5	-25
CC(=O)Nc1cccc(NC(=O)CCNC(=O)c2ccc(Cl)cc2)c1
  -1	-0.4	2	4	8	-6	2	-4	4	4	0
COc1ccc(/C=C(\C#N)C(=O)ONC2=NCCCCC2)cc1
  23	-0.5	1	2	3	-15	19	-9	-18	13	-14
S=C1NC2=C(C(c3ccc(Br)cc3)N1)N1CCC2CC1 (stereo not drawn)
  19	-1.6	4	0	-8	1	4	.	38	25	-17
COc1ccccc1/C=C/C(C)=O
  8	0.6	0	4	-3	-16	2	-4	10	9	1
O=C(CCSc1ccccc1)NC(=O)COC(=O)C1CCCCC1
  1	1.0	-3	6	-3	-17	4	-3	5	5	-2
CCCCCCCCN1C(=O)[C@H](CC(=O)NCCCOC)C[C@@]2(C(=O)OC)CCCCC=C12
  .	-0.6	.	-5	.	.	.	-3	.	12	-27
Cc1nc2ccc(NC(=O)c3ccc(Cl)nc3)cc2s1
  -88	0.0	-1	2	1	-25	-13	3	-1	-136	-1
COc1ccc2nc(NC(=O)c3ccccc3C(=O)O)sc2c1
  -12	0.6	0	-2	-12	-26	-1	-2	0	0	-11
CCC(CC)C(=O)c1c[nH]c(C(=O)NCCOC)c1
  14	-0.2	0	4	4	-4	13	-2	-7	13	-1
CN(C(=O)COc1coc(CN2CCN(c3ccccc3)CC2)cc1=O)c1ccccc1
  6	-0.3	1	0	-5	3	5	-5	10	7	5
CCc1nnc(NC(=O)c2cc(-c3ccccc3)nn2-c2ccccc2)s1
  -22	7.8	-3	-1	2	-4	-2	-8	17	-16	-18
Cc1ccc(NS(=O)(=O)c2ccc(C(=O)N3CC(C)OC(C)C3)cc2)cc1 (stereo not drawn)
  9	-0.1	2	1	9	22	9	-5	-7	22	8
CCCN(C(=O)/C=C/c1ccco1)c1c(N)n(Cc2ccccc2)c(=O)[nH]c1=O
  2	-1.8	1	-2	1	2	4	-2	4	17	-16
CN(CC(=O)Nc1cccc(F)c1)C(=O)c1ccccc1CCc1ccccc1
  32	1.3	4	3	3	-32	-1	-5	-14	20	4
C[C@H]1COc2cc(N3CCC[C@H]3CO)ccc2S(=O)(=O)N1
  .	-0.1	.	-2	.	.	.	-7	.	-1	21
O=[N+]([O-])c1ccc(C2=NN(CCO)C(=Nc3ccc(OC(F)(F)F)cc3)SC2)cc1
  10	-0.7	1	0	17	-4	3	-4	-16	19	27
CNC(=S)NNC(=O)CNc1ccc(C)c(Cl)c1
  2	-1.1	2	3	8	-1	12	2	-6	10	-24
CCOC(=O)c1cnc2c(cnn2C)c1NCCC#N
  -3	-2.3	0	3	-3	-8	3	-5	3	13	-21
COc1ccc(NC(=O)CCN2CCN(C/C=C/c3ccccc3)CC2)cc1
  21	0.8	-2	-9	-3	15	3	-19	0	7	-19
NC(=S)NN=Cc1nccc2c(N)cccc12
  -2	-4.2	.	-3	7	86*	.	-6	29	-94	-19
COCCn1c(C)cc(C(=O)CSc2nncn2-c2ccccc2)c1C
  -22	-1.2	0	3	-6	-13	5	-6	-2	-48	-23
CN(c1ccc(C(=O)NCc2cccnc2)cc1)S(C)(=O)=O
  5	0.4	2	1	-2	-1	16	-5	-8	0	-4
CCN(CC)S(=O)(=O)c1ccc(NC(=O)Cn2cnc3ccccc3c2=O)cc1
  20	4.3	3	3	10	22	3	-4	0	17	9
COCCn1c(N)c(N(Cc2ccccc2)C(=O)COc2ccc(F)cc2Cl)c(=O)[nH]c1=O
  20	0.6	-4	1	9	-15	-3	-6	9	8	-15
Cc1cc2oc(=O)cc(CN3CCOCC3)c2cc1C(C)C
  23	-0.6	2	0	7	-9	0	-4	0	15	-19
CSc1nnc(-c2ccc(Br)s2)n1C
  -26	-0.6	2	1	-4	-3	-1	-12	3	-28	2
CCO[C@H]1OC(C(=O)N2CCN(Cc3ccc4c(c3)OCO4)CC2)=C[C@@H](C2CC2)[C@@H]1CCCO
  12	2.3	4	-3	9	5	7	-4	4	12	6
Cc1cc(C(=O)Nc2c(C)n(C)n(-c3ccccc3)c2=O)c(C)o1
  12	2.1	2	4	-15	-9	5	-4	3	13	-8
COc1cccc(C(C(=O)NC2CCCCC2)N(Cc2ccco2)C(=O)c2ccccn2)c1 (stereo not drawn)
  4	0.1	2	0	-9	2	-2	-2	6	14	22
COc1ccc(NC(=O)c2cccnc2C(=O)O)c(OC)c1
  3	2.5	1	3	1	-25	1	-4	2	-3	18

(next part)
The line under a structure holds: Peg3 promoter	hiPSC survival	NR2E3 ag-1	m5-HT2A agonist	PDI inh	Shn3 3UTR inh	TRPM1 prom inh	CaV13 ICDI inh	H9c2 protect	HIF-2a block	NR2E3 ag-2
O=[N+]([O-])c1ccccc1/C=N/OCc1ccccc1
  -359	0.2	0	2	7	-143	-118	-4	-11	-273	-38
Cc1ccc(-n2c(O)c(C=Nc3ccc4c(c3)OCO4)c3ccccc3c2=O)cc1C
  27	-1.2	1	-11	-3	42	4	-9	6	-17	9
Cc1ccc(C)n1-c1ccc(C(=O)NN)s1
  23	-0.1	-1	-5	-1	-1	3	-19	11	15	-11
O=c1c2ccccc2c(-c2ccc(Cl)cc2)nn1-c1ccccc1
  17	0.3	-5	7	-3	3	-5	-4	1	11	-8
CC(=O)Nc1ccc(S(=O)(=O)NNC(=O)COc2ccc(Cl)cc2Cl)cc1
  -6	-0.7	2	0	4	-2	-5	-4	2	-14	-22

Entries above with a nitro group on carbon, in the order listed:
The line under a structure holds: Peg3 promoter	hiPSC survival	NR2E3 ag-1	m5-HT2A agonist	PDI inh	Shn3 3UTR inh	TRPM1 prom inh	CaV13 ICDI inh	H9c2 protect	HIF-2a block	NR2E3 ag-2
O=[N+]([O-])c1ccc(C2=NN(CCO)C(=Nc3ccc(OC(F)(F)F)cc3)SC2)cc1
  10	-0.7	1	0	17	-4	3	-4	-16	19	27
O=[N+]([O-])c1ccccc1/C=N/OCc1ccccc1
  -359	0.2	0	2	7	-143	-118	-4	-11	-273	-38
